From PubChem
PREPL inh: PREPL enzyme inhibitors, primary screen, biochemical, fluorescence polarization; recombinant PREPL, fluorescence polarization activity-based probe; inhibition, % at 5.96 µM; actives 0.68% (n = 320,000); in the data active = inhibition above about 43%;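 also: 0% = enzyme with DMSO and 100% = wells lacking enzyme; many of its hits are not listed in these tables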
PP1 inh: PP1-alpha phosphatase inhibitors, primary screen, counter-screen for PP5 inhibitor project, biochemical, fluorescence, OMFP substrate, single point. Serine/threonine-protein phosphatase PP1-alpha catalytic subunit (Homo sapiens), P62136. purified PP1alpha. inhibition, % at 6.7 µM. actives 0.9% (n = 320,000). AID 2235, 2010;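 active = inhibition above the mean inhibition of all tested compounds plus 3 SD, computed separately for each screening campaign, cut at about 15% in these data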
JMJD2C inh: inhibitors of GASC-1 histone demethylase, primary screen, biochemical, fluorescence, DELFIA europium; inhibition, % at 2.35 µM; AID 2099, 2009; actives 0.069% (n = 330,000); Lysine-specific demethylase 4C (Homo sapiens), Q9H3R0; GST-JMJD2C(1-420) H3K9me3 demethylation;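 active = more than half of a compound's replicate wells show inhibition beyond 50%, single wells judged on their own value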;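 also: signal counts dimethyl H3K9 product captured on neutravidin plate; 0% = median of DMSO wells and 100% = 0.3 times that DMSO median; strong numbers were not always called active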
Target sequence (Q9H3R0 1-420 limits assumed): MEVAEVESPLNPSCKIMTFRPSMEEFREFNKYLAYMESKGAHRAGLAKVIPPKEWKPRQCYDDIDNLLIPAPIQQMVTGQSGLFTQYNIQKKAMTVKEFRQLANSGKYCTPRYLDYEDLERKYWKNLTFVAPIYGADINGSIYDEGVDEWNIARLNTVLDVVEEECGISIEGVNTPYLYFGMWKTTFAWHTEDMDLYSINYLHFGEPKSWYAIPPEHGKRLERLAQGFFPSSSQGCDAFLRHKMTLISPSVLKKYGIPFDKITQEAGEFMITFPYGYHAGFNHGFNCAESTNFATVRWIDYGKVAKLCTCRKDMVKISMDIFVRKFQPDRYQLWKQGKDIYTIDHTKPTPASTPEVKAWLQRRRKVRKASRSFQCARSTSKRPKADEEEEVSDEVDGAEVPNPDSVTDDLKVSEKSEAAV
PP5 inh: PP5 phosphatase inhibitors, primary screen, biochemical, fluorescence | purified PP5c, OMFP substrate fluorescence | inhibition, % at 6.7 µM | actives 0.18% (n = 320,000);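 active = inhibition above the campaign's mean inhibition across all tested compounds plus 3 SD, cut at about 9.5% in these data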;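 also: 0% = DMSO only and 100% = 100 µM cantharidin control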
Target sequence (P53041 whole entry, looked up): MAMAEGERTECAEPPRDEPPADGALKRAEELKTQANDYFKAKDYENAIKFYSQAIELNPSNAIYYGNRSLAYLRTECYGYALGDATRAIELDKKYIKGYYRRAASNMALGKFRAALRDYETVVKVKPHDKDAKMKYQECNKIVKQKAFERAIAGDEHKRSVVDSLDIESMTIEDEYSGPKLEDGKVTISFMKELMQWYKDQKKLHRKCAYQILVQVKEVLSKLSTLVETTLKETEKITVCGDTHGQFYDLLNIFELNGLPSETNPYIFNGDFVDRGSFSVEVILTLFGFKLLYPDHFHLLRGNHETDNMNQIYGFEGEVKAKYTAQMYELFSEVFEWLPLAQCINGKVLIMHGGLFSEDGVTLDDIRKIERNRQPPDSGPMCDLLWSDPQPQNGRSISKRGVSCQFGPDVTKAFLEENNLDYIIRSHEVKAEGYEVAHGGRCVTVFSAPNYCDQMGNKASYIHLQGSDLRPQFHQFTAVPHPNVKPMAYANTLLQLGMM
HCV core dimer: inhibitors of HCV core protein dimerization, primary screen, biochemical, TR-FRET, high-throughput | AID 1899, 2009 | actives 0.33% (n = 300,000) | inhibition, % at 5 µM | TR-FRET GST/Flag-core106 dimerization, 1536-well;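 active = inhibition above the mean of all tested compounds plus 3 SD, set per screening campaign, cut at about 45% in these data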
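Material: GST/Flag-tagged HCV core106 proteins. Incubation: 4 h, 22.5 °C incubation. Read-out basis: inhibition (%) from 671 over 617 nm ratio. Measured by: TR-FRET, excitation 340 nm, emission 617 and 671 nm.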
Fh CTSL1 inh: Fasciola hepatica cathepsin L1 inhibitors, primary screen, counter-screen for PFM18AAP inhibitor project, biochemical, QFRET, fluorogenic peptide substrate | recombinant F. hepatica cathepsin L1, Z-Leu-Arg-MCA fluorescence | AID 1906, 2009 | actives 0.49% (n = 300,000) | inhibition, % at 5.96 µM;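 active = inhibition above the mean of all tested compounds plus 3 SD, set per screening campaign, cut at about 17% in these data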;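 also: 0% = plate median of test compound wells and 100% = 1 µM Z-Phe-Ala-diazomethylketone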
TPT1 inhibitor: Candida albicans TPT1 enzyme inhibitors, primary screen, biochemical, fluorescence polarization; recombinant caTPT1, FP RNA substrate dephosphorylation; inhibition, % at 5 µM; actives 0.81% (n = 300,000); AID 1962, 2009;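 active = inhibition above the mean of all tested compounds plus 3 SD, set per screening campaign, cut at about 24% in these data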;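 also: plate controls were DMSO alone for no effect and ferristatin control at 100 nM for full effect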
Efflux pump inh: inhibitors of Candida efflux pumps in yeast, primary screen, S. cerevisiae, Nile Red, multiplex. actives 0.44% (n = 330,000). inhibition, % at 10 µM. S. cerevisiae Candida pump triplex;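 active = plate passing quality check with inhibition over a set limit, or well fluorescence over plate mean plus 4 SD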;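 also: Nile Red retained in pooled yeast measured as flow cytometry median fluorescence; 0% = buffer negative control and 100% = Enniatin B positive control; higher means more Nile Red kept so more efflux inhibition; some compounds called inactive have numbers as strong as hits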
LYPLA2 inh: LYPLA2 inhibitors, primary screen, counter-screen for PME1 inhibitor project, biochemical, fluorescence polarization, FP-Rh probe ABPP; Acyl-protein thioesterase 2 (Homo sapiens), O95372; recombinant LYPLA2; inhibition, % at 5.9 µM; actives 0.38% (n = 320,000); AID 2177, 2009;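 active = inhibition above the screen-wide mean plus 3 SD, limit set per campaign, cut at about 26% in these data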;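 also: 0% = LYPLA2 with DMSO and 100% = wells lacking LYPLA2 enzyme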
* hit, by the source's call; . = not tested or not shown; & = joins results of further samples.

Each structure is followed by: JMJD2C inh, LYPLA2 inh, PP5 inh, PP1 inh, TPT1 inhibitor, Fh CTSL1 inh, Efflux pump inh, HCV core dimer, PREPL inh
- O=C(CCN1CCOCC1)N/N=C/c1cc(Br)cc(Br)c1O
 : -3, -4, 0.2, 4, -1, 1, -0.2, -4, -1
- CN(CC(=O)NC(c1ccccc1)c1ccccc1)Cc1nc2ccccc2c(=O)[nH]1
 : -8, 4, -0.2, 4, 5, 2, 0.0, 0, 6
- Cn1c2c(c(=O)n(C)c1=O)C1c3cc(Cl)ccc3OCC1CO2 (stereo not given)
 : 9, 1, 0.1, -2, 0, 1, 0.1, -1, 0
- Cc1ccc(OCCSc2nc3ccccc3n2CC(=O)O)cc1C
 : 0, 2, 3.3, 2, 1, 0, 0.1, 2, 1
- Cc1ccc(C(=O)OCC(=O)Nc2ncc(C(F)(F)F)cc2Cl)cc1NC(=O)c1ccco1
 : 5, 7, 2.3, 2, 2, -7, 0.4, 5, 8
- CCc1nc(SCC(=O)c2cccc([N+](=O)[O-])c2)n[nH]1
 : 10, 1, -0.3, -2, -2, 0, -0.2, -8, 6
- c1ccc(-c2nnc(OCc3cccnc3)c3ccccc23)cc1
 : 14, -2, 1.8, -1, -3, 2, 0.0, 2, 2
- COc1ccc(NC(=O)c2ccc(C)o2)c([N+](=O)[O-])c1
 : -3, 4, 0.4, 0, -3, 2, -0.1, -14, 3
- COc1cc2c(cc1OC)C(Nn1cnnc1)=NC1(CCCC1)C2
 : 0, -8, -2.0, -7, -5, -1, 0.0, 2, -1
- COc1ccc(NC(=S)NC(=O)/C=C/c2ccco2)cc1
 : 1, -4, 3.5, 2, 2, -1, 0.1, 6, 5
- CCOC(=O)COc1ccc2c(c1)c(C(=O)OCC)c(C)n2CC
 : 1&-17, 3, 4.9, 1, -2, 1, 0.1, 0, 6
- O=c1cccc2n1Cc1cc3ccccc3nc1-2
 : 0, 0, -0.7, -2, 2, 2, 0.0, -3, 14
- C=CCNC(=S)NNC(=O)c1ccc(Br)o1
 : 5, 5, 3.2, -2, 6, 0, 0.2, -4, 2
- O=C(CSc1ccc2nnc(-c3cccc(F)c3)n2n1)NCC1CCCO1 (stereo not given)
 : 17, -5, 0.0, -4, -3, 2, 0.0, -1, 11
- Cc1nc2cc(NC(=O)N3CCCCC3)ccc2n1C
 : 1, 1, -1.7, -3, 1, 3, 0.0, -4, 5
- Cc1c(NC(=O)CSc2nc3ccccc3n2C)c(=O)n(-c2ccccc2)n1C
 : 24, 2, 2.4, -3, -4, -3, 0.0, -2, 10
- O=P(O)(c1ccc(Cl)cc1)c1ccc(Cl)cc1
 : -1, 1, -1.3, -3, -2, 4, -0.1, 3, -2
- N=C1S/C(=C\c2ccccc2)C(=O)N1c1ccc(F)cc1
 : -1, 2, 2.9, -2, -2, -2, 0.1, 1, -9
- O=C(COc1cccc2cccnc12)N/N=C/c1ccc(O)cc1
 : 7, 4, 0.1, 0, -1, 4, 0.0, -5, 4
- Cc1cc(-c2nn(-c3ccccc3F)cc2CN2CCC(O)CC2)c(C)s1
 : 0, 5, 1.1, 1, -2, -4, 0.0, -6, -6
- N#Cc1c(-c2cccc([N+](=O)[O-])c2)nc2n(c1=O)CCS2
 : 3, -10, -1.2, 1, -2, -3, -0.3, 0, -6
- O=C(Cc1ccc(Br)cc1)NCCN1CCOCC1
 : -3, 4, 0.9, -2, -3, 1, -0.2, -4, -4
- CSc1ccc(S(=O)(=O)N2CCN(Cc3ccc4c(c3)OCO4)CC2)cc1
 : 13, -7, 4.0, -4, -4, -2, 0.0, 6, -4
- Cc1nc2ccc(S(=O)(=O)NCC(=O)N(C)Cc3ccco3)cc2s1
 : -6, 0, 2.8, -2, -2, -2, 0.0, -2, -5
- COc1ccc(NC(=O)Cn2c(=O)sc3ccccc32)c(OC)c1
 : -5, 4, 0.0, -4, -2, 21*, -0.4, 1, 8
- O=C(NCc1ccco1)C1CCC(N2C(=O)C3C4CCC(C4)C3C2=O)CC1 (stereo not given)
 : -14, -3, 1.0, -3, -3, 0, 0.0, 1, 10
- CCN(CC)S(=O)(=O)c1cc(NC(=O)C(=O)c2c(-c3ccccc3)cc3ccccn23)ccc1C
 : -3, -11, 1.9, 3, -2, 3, 0.0, 6, 17
- Cc1cc(C)c2c(c1)cc(C)c1nnc(SCC(=O)Nc3cc(C)on3)n12
 : 2, 1, 0.4, -1, -2, -1, -0.1, -2, -8
- CN1CCN(C(=O)c2ccccc2NC(=O)c2ccc(C(C)(C)C)cc2)CC1
 : 2, 0, 0.2, 2, 2, -2, 0.1, -6, 6
- CCN(C(=O)CSc1nnc(Nc2ccccc2C)s1)C1CCS(=O)(=O)C1 (stereo not given)
 : 8, -4, 0.1, -2, 2, -2, -0.3, 1, 2
- Nc1nc(NC(=O)/C=C/c2ccccc2)nn1-c1ccccc1
 : -3, 1, 3.1, 2, 3, 2, 0.1, -1, -1
- c1ccc(Cn2ncc3c(N4CCCCC4)ncnc32)cc1
 : 1, 4, 2.0, -2, -6, 0, -0.1, -3, -11
- CCOc1ccc(C2OC34CCCCC3C(C#N)(C#N)C2(C#N)C(=N)O4)cc1OC (stereo not given)
 : -325, 25, 1.9, 2, -41, -2, -0.1, -2, 16
- O=C(Nc1c2c(nn1-c1cccc(Cl)c1)CS(=O)(=O)C2)C1CC1
 : 10, 3, -0.4, 0, -1, -4, 0.3, 2, 3
- CCCCN(CCCC)CCNC(=O)c1cn(CC)c2ccc(S(=O)(=O)N3CCCC3)cc2c1=O
 : -4, -12, 1.4, -2, -3, 2, 0.2, -3, 6
- Nc1c(C(=O)NCCN2CCOCC2)c2nc3ccccc3nc2n1-c1cccc(F)c1
 : -12, 1, 4.4, 5, -3, -2, 0.3, -4, 15
- O=S(=O)(Nc1cccc(CCc2ccccn2)c1)c1ccc(Cl)cc1
 : 6, -1, 2.8, 5, 1, 4, 0.0, 0, -62
- CC(=O)N1C(C(=O)O)Cc2c([nH]c3ccccc23)C1(C)C (stereo not given)
 : -10, 1, -0.7, -1, 3, -1, -0.1, -1, -7
- O=C(Nc1nc2ccccc2[nH]1)C1CC1
 : 15, 0, 0.5, -5, 0, 2, 0.1, -1, 4
- O=C(Cc1ccccc1)NCc1ccc(F)cc1
 : 3, -9, -0.4, -1, -6, 3, 0.0, -8, 3
- COc1ccc(CN(C)CC(=O)Nc2cc3oc4ccccc4c3cc2OC)c(OC)c1
 : 18, -9, 2.5, 0, 1, -2, -0.5, 3, -23
- O=C1C(=O)N(CCN2CCOCC2)C(c2ccccc2)/C1=C(\O)c1ccc2c(c1)OCCO2 (stereo not given)
 : 2, 0, -0.5, -3, -3, 0, 0.1, 5, -2
- CC(=O)C1=C(O)C(=O)N(Cc2ccco2)C1c1ccccc1F (stereo not given)
 : -15, 3, 1.9, 0, -1, 1, 0.0, -9, 17
- N=c1c(C(=O)NCC2CCCO2)cc2c(=O)n3ccccc3nc2n1C1CCCCC1 (stereo not given)
 : -19, -1, 1.6, 1, 2, 3, 0.5, -8, 11
- CC(C)c1nc(SCC(=O)Nc2ccc3c(c2)OCCO3)n[nH]1
 : 2, 2, -2.4, -2, -2, -5, 0.2, 1, 1
- Cc1nc2c(C(=O)NCc3ccc4c(c3)OCO4)c[nH]n2c(=O)c1Cc1ccccc1F
 : 20, 4, 4.5, 43*, 2, 0, 0.6*, 21, 28
- COc1ccc(Br)cc1S(=O)(=O)N(CC(=O)N1CCN(C)CC1)c1ccccc1
 : 2, 5, -2.3, -4, -2, -4, 0.0, -1, 10
- CCC(C)(C)C(=O)Nc1cccc(Cl)c1C
 : 11, 8, -1.5, -7, 0, -3, 0.1, -2, 0
- Cc1ccc(NC(=O)/C(=C\c2cccnc2)NC(=O)c2ccccc2)cc1
 : -2, -4, 2.8, 3, -1, -2, 0.0, -5, -1
- Cc1nn(CC(C)C)c(Cl)c1C(=O)N(c1ccc(Cl)cc1F)S(C)(=O)=O
 : -2, 3, 5.7, 0, -1, -2, -0.2, -10, -2
- C/C(=N\Nc1nc2ccccc2[nH]1)c1ccc([N+](=O)[O-])cc1
 : 8, 0, 5.2, 10, 4, -1, 0.1, -10, 6
- Cc1ccc(C(=O)NCC(=O)OCC(=O)Nc2ccc(Cl)cc2C(F)(F)F)cc1C
 : 38, -1, -1.1, 2, -2, 1, 0.0, -2, -5
- CN1CCN(c2nc3c(c(=O)[nH]c(=O)n3C)n2Cc2ccccc2F)CC1
 : 1, 6, -1.8, -4, 3, 0, -0.1, 4, 3
- CCN(CC)c1ccc(SS(=O)(=O)O)cc1
 : -4&21, -3&1, 1.8&1.7, -1&3, 1&-1, 3&2, 0.1&0.2, -14&-3, -1&8
- COc1ccccc1CCNC(=O)c1ccc(OC)c(OC2CCN(C(C)C)CC2)c1
 : -2, 4, 2.1, -4, 1, -2, -1.3, -6, 5
- Cc1ccc(CNCC(O)(c2ccccc2)c2ccc(F)cc2)cc1 (stereo not given)
 : 3, 2, 4.7, 0, -3, 0, 0.1, -3, -47
- O=C(Nc1ccc(Cl)cc1N1CCOCC1)C1CCCO1 (stereo not given)
 : 1, -2, 2.3, -4, 3, 0, 0.2, -4, 8
- O=C(CN(C(=O)c1csnn1)c1cccc2c1CCCC2)NCc1ccccc1
 : 0, 2, 1.1, 2, 1, -1, 0.1, -2, -2
- CCCCCOC(=O)C1=C(C)NC(=O)NC1c1ccccc1OCC (stereo not given)
 : -24, -7, -0.5, 6, -1, 5, -0.1, 1, -43
- COc1ccc(C(=O)NCC(=O)OCC(=O)Nc2ncc(Cl)cc2Cl)cc1[N+](=O)[O-]
 : 15, 0, 1.4, -3, ., ., 0.1, ., 12

A portion of the library. The share of hits here may be higher or lower than overall.
